Tb PFK inh: qHTS Assay to Find Inhibitors of T. brucei phosphofructokinase; Potency, µM (series often up to 57.5 µM), for inactives: at the highest dose activity, negative = inhibition, hits mostly inhibitors; AID 485367, 2010; T. brucei PFK, ADP-Glo luminescence; 330,000 tested, 0.17% active; ATP-dependent 6-phosphofructokinase (Trypanosoma brucei brucei), O15648;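 further: potency means the concentration at half of the fitted maximal effect; 0% = uninhibited 1x PFK enzyme wells and -100% = no-enzyme wells; nearly all actives have a fitted effect of over 60% in size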
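Luminescent ADP detection (ADP-Glo, two-step: ATP depletion then ADP-to-ATP conversion for luciferase) reported PFK activity after 45 min room-temperature reaction of 1.25 nM enzyme with 0.5 mM F6P and 0.1 mM ATP at pH 8.0.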
uPA surface inh: qHTS for Inhibitors of Cell Surface uPA Generation | 330,000 tested, 0.31% active | AID 540303, 2011 | Potency, µM (doses to about 38.3 µM), for inactives: top-dose activity change, negative = inhibition, usual class: inhibitors | cell surface uPA generation assay, qHTS; active means well fitted inhibition curve with a large enough effect; inconclusive means small, poorly fitted or top-dose-only effect; inactive means no such curve, though single readings can be large or run the other way; tested in mouse RAW 264.7 cells; further: potency means the concentration at half of the fitted maximal effect; on the % scale 0 is the no-effect control and ±100 the full control effect; nearly all actives have a fitted effect of over 55% in size
USP2a inh: qHTS Assay for Inhibitors of Ubiquitin-specific Protease USP2a Using CHOP2 as the Reporter; Ubiquitin carboxyl-terminal hydrolase 2 (Homo sapiens), O75604; USP2 core, Ub-CHOP2 coupled fluorogenic reporter, 485/531; Potency, µM (highest dose often 38.3 µM), inactives show at the top dose activity change, negative = inhibition, actives largely listed as inhibitors; 330,000 tested, 0.01% active; AID 463254, 2010;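 further: potency means the concentration at half of the fitted maximal effect; plate controls were DMSO wells for no effect and full inhibition by NEM control for full effect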
Target sequence (O75604 whole entry, looked up): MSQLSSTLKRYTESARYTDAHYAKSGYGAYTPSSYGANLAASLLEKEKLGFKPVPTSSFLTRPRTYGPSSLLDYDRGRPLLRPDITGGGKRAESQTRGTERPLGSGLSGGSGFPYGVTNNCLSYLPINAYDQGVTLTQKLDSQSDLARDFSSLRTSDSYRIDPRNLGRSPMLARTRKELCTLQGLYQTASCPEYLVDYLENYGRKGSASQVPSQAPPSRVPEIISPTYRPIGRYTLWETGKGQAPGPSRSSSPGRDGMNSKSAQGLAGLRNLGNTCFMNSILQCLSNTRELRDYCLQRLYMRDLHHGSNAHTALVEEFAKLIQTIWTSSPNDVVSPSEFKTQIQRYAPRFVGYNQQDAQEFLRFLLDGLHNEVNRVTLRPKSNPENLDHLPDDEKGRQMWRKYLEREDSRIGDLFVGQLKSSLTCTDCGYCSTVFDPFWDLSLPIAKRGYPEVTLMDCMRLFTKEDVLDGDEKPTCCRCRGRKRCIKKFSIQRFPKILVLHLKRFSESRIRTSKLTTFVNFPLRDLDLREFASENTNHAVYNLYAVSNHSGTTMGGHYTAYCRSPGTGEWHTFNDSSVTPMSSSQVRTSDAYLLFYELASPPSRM
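Deubiquitinase activity read as fluorescence (485/531 nm) after Ub-CHOP2 cleavage activates the enterokinase reporter on its substrate; USP2 core 10nM, Ub-CHOP2 and substrate 25nM each, 30min compound preincubation then 60min RT; data normalized to NEM, curves fitted.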
Eya2 phos inh: qHTS Assay for Inhibitors of the Phosphatase Activity of Eya2 | AID 488837, 2010 | Protein phosphatase EYA2 (Homo sapiens), O00167 | 330,000 tested, 0.006% active | recombinant Eya2, OMFP fluorescence dephosphorylation (OMFP is methylfluorescein phosphate) | Potency, µM (series often up to 76.9 µM), without a hit: top-dose activity, negative = inhibition, hits mostly inhibitors; further: potency means the concentration at half of the fitted maximal effect; on the % scale 0 is the no-effect control and ±100 the full control effect
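Eya2 (0.2 uM) preincubated 10 min at ambient with compound, then OMFP substrate added at 50 uM; 10 min reaction in 50 mM HEPES pH 7.5, 50 mM NaCl, 5 uM MgCl2, 0.05% BSA, 1 mM DTT. Fluorescence read at Ex 485/Em 525 nm.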
B2AR arrestin: qHTS assay of beta-arrestin-biased ligands of beta2-adrenergic receptor | Beta-2 adrenergic receptor (Homo sapiens), P07550 | beta-arrestin recruitment to beta2AR, cell-based reporter | Potency, µM (titrated, usually from 46.1 µM), for inactives: at the highest dose activation, usual class: activators | 330,000 tested, 0.02% active | AID 492947, 2010;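 further: potency means the concentration at half of the fitted maximal effect; 0% = DMSO controls and full agonism = EC100 isoproterenol or metaproterenol; nearly all actives have a fitted effect of over 65% in size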
BCR signal inh: qHTS Assay to Find Inhibitors of Chronic Active B-Cell Receptor Signaling; 340,000 tested, 0.05% active; Potency, µM (doses to about 46.1 µM), for inactives: top-dose ratio change, negative = lower green/red ratio, most hits filed as inhibitors; ABC-DLBCL IkBa-CBG/CBR reporter, luminescence ratio, 4 h; active means well fitted inhibition curve with a large enough effect in the signal ratio, with a control signal flat, not every such curve was filed as active; inconclusive means small, poorly fitted or top-dose-only effect, or effect the other way, or a change in a side signal; the % refers to the signal ratio;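 further: potency means the concentration at half of the fitted maximal effect; plate controls were basal doxycycline-induced cells for no effect and cells given 10 µM MG132 for full effect; MG132 reads +100%, hits lower the ratio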
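Cell line TMD8 (human ABC DLBCL), stably expressing tet-inducible CBG68-IkBa fusion and CBR; IMDM/0.5% FBS; cpd up to 46 uM; dox induction, 4 h, 37C/5% CO2; dual luminescence; green/red ratio; MG132 control.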
TSG101-PTAP inh: qHTS Assay for Iinhibitors of HIV-1 Budding by Blocking the Interaction of PTAP/TSG101 | Tumor susceptibility gene 101 protein (Homo sapiens), Q99816 | Fluorescence polarization, FITC-PTAP peptide / Tsg101 binding | Potency, µM (series often up to 115 µM), inactives show at the top dose activity change, negative = inhibition, usual class: inhibitors | 340,000 tested, under 10 active | AID 493005, 2010; active means well fitted inhibition curve with a large enough effect in the main read-out, with a control signal flat, not every such curve was filed as active; inconclusive means small, poorly fitted or top-dose-only effect, or effect the other way, or a change in a side signal; inactive means no such curve, though single readings can be large or run the other way; further: potency means the concentration at half of the fitted maximal effect; % of control where 0% means no effect
Target sequence (Q99816 whole entry, looked up): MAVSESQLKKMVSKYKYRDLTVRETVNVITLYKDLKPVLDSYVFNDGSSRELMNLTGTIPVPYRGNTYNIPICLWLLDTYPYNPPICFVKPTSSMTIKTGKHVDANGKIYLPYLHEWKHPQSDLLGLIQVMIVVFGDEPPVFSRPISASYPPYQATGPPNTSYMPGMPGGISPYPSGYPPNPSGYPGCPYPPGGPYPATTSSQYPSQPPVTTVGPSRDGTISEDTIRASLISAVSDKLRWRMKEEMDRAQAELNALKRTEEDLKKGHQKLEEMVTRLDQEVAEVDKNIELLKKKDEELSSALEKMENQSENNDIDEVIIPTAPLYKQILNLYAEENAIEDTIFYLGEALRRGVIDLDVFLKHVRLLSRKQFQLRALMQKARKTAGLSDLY
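Fluorescence anisotropy tracks displacement of a FITC-tagged PTAP peptide (50 nM) from the Tsg101 binding domain (10 uM), following a 20 min room-temperature incubation at pH 7.5.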
TSHR antag: Antagonists of the Thyroid Stimulating Hormone Receptor: HTS campaign; activity change, negative = inhibition, % at 11.5 µM; Thyrotropin receptor (Homo sapiens), P16473; TSHR-expressing cells, TSH-stimulated cAMP HTRF, 2 h; hits give low values; 330,000 tested, 0.2% active;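 active means activity change below a set negative limit, meaning inhibition stronger than a set level, cut at about -70% in these data; inconclusive means activity change between two set negative limits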; further: on the % scale 0 is the no-effect control and ±100 the full control effect
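Cell-based HTRF cAMP assay; TSHR cells + compound, TSH EC80 (4nM final), 2 h, 37 deg C. Lysis with anti-cAMP cryptate and cAMP-d2, 30 min RT, read 665/620 nm.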
ELG1 DNA repair: qHTS screen for small molecules that inhibit ELG1-dependent DNA repair in human embryonic kidney (HEK293T) cells expressing luciferase-tagged ELG1; HEK293T ELG1-luciferase reporter, luminescence, 16 h; DNA damage induced by 5-fluorouridine; Potency, µM (series often up to 46.1 µM), for inactives: top-dose activity change, negative = inhibition, hits mostly inhibitors; 330,000 tested, 2.3% active; further: potency means the concentration at half of the fitted maximal effect; on the % scale 0 is the no-effect control and ±100 the full control effect; nearly all actives have a fitted effect of over 55% in size
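Cells (2,000 per well) received 5-fluorouridine plus test compound or DMSO and were incubated 16 hr at 37 °C, 5% CO2. Luciferase activity was read by luminescence 30 min after ONE-Glo addition; signal suppression marked inhibition of damage-induced ELG1 function.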
TCR activator: Activators of T cell receptors: qHTS campaign | primary human leukocytes, anti-CD3, IL-2 HTRF, 48 h | Potency, µM (doses to about 9.22 µM), for inactives: at the top dose activation of IL-2 secretion, actives largely listed as activators | 330,000 tested, under 10 active | AID 504894, 2011; further: % of control where 0% means no effect
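Activity was scored as IL-2 release from primary human leukocytes given only a TCR signal (a-CD3 beads) plus compound for 48 hr. Detection used a two-antibody HTRF format read at 665nm.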
Mito fusion act: qHTS Assay for Small Molecule Inhibitors of Mitochondrial Division or Activators of Mitochondrial Fusion. S. cerevisiae fusion-defective mutant growth rescue, CellTiterGlo 48 h. AID 485298, 2010. 320,000 tested, 0.23% active. Potency, µM (top dose mostly 46.1 µM), without a hit: at the highest dose growth rescue (activation), hits mostly activators;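 further: potency means the concentration at half of the fitted maximal effect; % of control where 0% means no effect; nearly all actives have a fitted effect of over 45% in size; temperature-sensitive fusion mutants such as fzo1-1 at 37 °C on non-fermentable ethanol glycerol medium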
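Compounds are tested for their ability to restore growth of mitochondrial fusion-defective yeast strains at non-permissive 37C in YPEG medium over 48 hours. Viability is quantified by luciferase luminescence.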
Active calls of the source: *; u = inconclusive; x = no result given; [ ] = dose if it differs, or a comment. Unless noted, the call rests on the fitted dose curve; in most records, active means well fitted curve in the direction sought with a large enough effect; inconclusive means small, poorly fitted or top-dose-only effect, or another doubt; inactive means no such curve, though single readings can be large; an effect the other way counts as inactive or inconclusive. Random draw from the library; 3% or so of the library scored in one or more.

SMILES	Tb PFK inh	uPA surface inh	USP2a inh	Eya2 phos inh	B2AR arrestin	BCR signal inh	TSG101-PTAP inh	TSHR antag	ELG1 DNA repair	TCR activator	Mito fusion act
Cc1ccc(C(=O)OCc2cc3ccccc3[nH]c2=O)cc1	0%	9%	1%	3%	-0.2%	4%	-1%	-14	3%	-2%	-4%
CCOC(=O)c1c(CN2CCOCC2)oc2ccc(OC(C)=O)cc12	-3%	-3%	1%	-1%	-0.3%	-1%	-1%	-1	-14%	x	-2%
Nc1c(C(=O)OCC(=O)Nc2cccc([N+](=O)[O-])c2)[nH]c(=O)[nH]c1=O	u	5%	4%	-1%	-0.5%	6%	-2%	-7	7%	6%[46.1 µM]	x
Cc1nn(S(=O)(=O)c2cccs2)c(C)c1Sc1ccccc1	1%	x	0%	15%	-2.1%	-6%	x	-3	-5%	x	-3%
O=C(COc1ccc2c(c1)OCO2)Nc1nncs1	-8%	-2%	1%	1%	0.0%	u	-1%	27	u	6%	13%
CCCCn1c(SCC(=O)Nc2nnc(CC)s2)nc2c1c(=O)n(C)c(=O)n2C	0%	-6%	3%	-4%	-0.5%	1%	x	-7	2.5µM*	x	-7%
Cc1cc(C)c(C(=O)c2ccc(C(=O)N3CCCCC3)cc2)c(C)c1	-4%	2%	1%	-14%	0.1%	-4%	-2%	-5	u	0%	-2%
CN1CCN(c2oc(-c3cccs3)nc2S(=O)(=O)c2ccccc2)CC1	1%	-1%	4%	1%	-0.7%	3%	-1%	0	3%	-1%	3%
CCCCn1c(NCCO)nc2ccccc21	3%	-8%	-1%	-10%	-0.3%	-1%	-5%	10	4%	2%[46.1 µM]	-1%
COc1ccccc1NC(=O)c1cnc(Nc2ccccc2OC)c2ccccc12	-3%	-4%	0%	0%	-0.6%	u	-1%	-19	-30%	-2%	28%
COCc1[nH]nc2c1C(c1ccccc1OC)C(C#N)=C(N)O2 (configuration not stated)	u	-2%	-1%	18%	0.2%	u	1%	34	11%	-13%	-4%
CCCCCNCC(=O)Nc1cc(C(F)(F)F)ccc1OCCOC	1%	3%	-1%	14%	0.4%	1%	1%	-2	-7%	4%	1%
CCOC(=O)c1ccc(CNC(=O)Cn2nnc(-c3ccccc3)n2)o1	0%	5%	-2%	-1%	0.1%	u	-1%	-9	4%	1%	-6%
C=C1CCC[C@]2(C)C[C@H]3OC(=O)C(CNC(C)(CO)CO)[C@H]3CC12 (some centres not stated)	-6%	-12%	2%	-20%	-0.6%	u	-3%	-28	u	-3%	-2%
CCN1CNC(=S)N(c2ccccc2C)C1	-8%	2%	0%	-7%	0.1%	-6%	1%	1	6%	7%	6%
CCS(=O)(=O)N1CCN(S(=O)(=O)c2ccc3c(c2)OCCO3)CC1	4%	2%	0%	-4%	-0.4%	u	7%	5	-6%	-1%	-2%
CS(=O)(=O)N1CCN(C(=O)c2c(F)cccc2F)CC1	-4%	x	6%	16%	0.0%	u	-11%	-3	3%	2%	-2%
COc1ccc(C(CNc2ccc(S(=O)(=O)N3CCCC3)cc2[N+](=O)[O-])N2CCCC2)cc1 (configuration not stated)	-1%	-11%	-4%	-4%	-1.5%	-1%	-2%	-3	u	-7%[46.1 µM]	0%
CCSc1ncc(C#N)c(N)n1	0%	0%	3%	-17%	-0.2%	1%	0%	0	5%	5%	1%
COc1ccccc1NC(=O)C1=C(C)NC(=O)NC1c1ccc(C)s1 (configuration not stated)	3%	x	3%	12%	-0.7%	0%	-3%	-6	4%	-9%	-4%
CCOC(=O)c1ccc(NC(=S)N2CCN(CCN=CC3=C(O)CC(C)(C)CC3=O)CC2)cc1	14%	2%	0%	-1%	0.0%	u	-4%	31	6%	1%	-2%
NC(=O)COC(=O)C(Cc1ccccc1)NS(=O)(=O)c1ccccc1F (configuration not stated)	5%	4%	4%	-7%	-0.4%	-2%	-3%	19	3%	-2%	1%
C=CCOc1ccc(C2N3CC4(C)CN2CC(CCC)(C3)C4=O)cc1 (configuration not stated)	-2%	2%	1%	-1%	0.0%	1%	-1%	-19	-1%	1%	0%
COc1cc(C(=O)OCC(=O)NCCC2=CCCCC2)cc(OC)c1OC	1%	13%	1%	-6%	0.0%	-3%	2%	8	-7%	1%	1%
O=C(/C=C/Nc1cccc(C(F)(F)F)c1)C(F)(F)F	-2%	x	5%	7%	0.3%	7%	-5%	3	5%	-2%	1%

Additional compounds follow.
SMILES	Tb PFK inh	uPA surface inh	USP2a inh	Eya2 phos inh	B2AR arrestin	BCR signal inh	TSG101-PTAP inh	TSHR antag	ELG1 DNA repair	TCR activator	Mito fusion act
COc1c(C)cccc1C(=O)Nc1ccc(CN2CCCCC2)cc1	-1%	3%	3%	-11%	0.3%	6%	-1%	-1	u	6%	-3%
O=C(CCS(=O)(=O)c1ccc(Cl)cc1)NCCN1C(=O)S/C(=C\c2ccccc2F)C1=O	0%	-3%	-1%	6%	0.1%	3%	1%	22	u	-1%[46.1 µM]	3%
CC(Cc1n[nH]c(=S)o1)c1ccccc1 (configuration not stated)	3%	-6%	1%	-1%	0.0%	7%	-3%	-1	2%	-1%	-3%
COCCN1C(=O)c2cc(C(=O)Nc3cccc(F)c3)ccc2C1Nc1cccc(F)c1 (configuration not stated)	0%	13%	0%	1%	-0.3%	4%	0%	2	-2%	4%	-4%
C(=N\c1ncnc2sccc12)/NOCc1ccccc1	-7%	-5%	0%	-13%	-0.3%	u	-4%	-9	u	8%	-30%
COc1cc2c(cc1OC)CN(C(=O)Cc1ccc(OC)c(S(=O)(=O)N3CCOCC3)c1)CC2	2%	-1%	4%	13%	0.1%	-1%	1%	4	-11%	4%	-2%
CC1CCCN(C(=O)CCNS(=O)(=O)c2ccc(Br)cc2)C1 (configuration not stated)	-1%	-5%	0%	4%	0.0%	0%	-6%	0	-9%	-160%	-1%
O=C(COC(=O)CCc1ccc(S(=O)(=O)N2CCOCC2)cc1)Nc1ncc(C(F)(F)F)cc1Cl	1%	x	0%	6%	-0.1%	8%	-4%	11	7%	-2%	0%
CCc1cc2c(=O)c(-c3cnn(-c4ccccc4)c3)c(C)oc2cc1OCC(=O)Nc1ccc(F)c(F)c1	-9%	-1%	1%	-1%	-0.9%	6%	1%	8	-19%	5%[46.1 µM]	-2%
CSCCC(NC(=O)c1ccc(=O)n(C)n1)c1nc2ccccc2[nH]1 (configuration not stated)	2%	1%	2%	-11%	0.2%	2%	-1%	7	5%	0%	-7%
CCN(CC(=O)Nc1c(F)cccc1F)C(=O)c1ccc(N2CCCC2=O)cc1	-2%	1%	-1%	15%	-0.1%	-2%	-2%	-1	0%	-3%	-2%
COc1ccccc1CN(C)C(=O)c1ccc(COc2ccccc2)cc1	1%	4%	3%	-7%	0.1%	1%	-6%	-8	-11%	-3%	22%
CN(C)S(=O)(=O)c1cccc(NC(=S)N2CCCCC2CO)c1 (configuration not stated)	3%	1%	2%	-8%	-0.1%	0%	2%	1	-10%	-4%	-5%
CCCN(CC(=O)Nc1ccccc1C)C(=O)c1ccc(COc2ccccc2)cc1	3%	4%	-5%	-11%	-0.3%	1%	-2%	47	u	1%	3%
COc1ccc(CCn2c(N)cc(=O)[nH]c2=O)cc1OC	3%	-7%	0%	5%	0.0%	-8%	0%	7	12%	2%	1%
CCCCn1c(SCC(=O)N2CCC(C)CC2)nc2cc(S(N)(=O)=O)ccc21	7%	x	u	35%[15.4 µM]	-1.0%	0%	-2%	-16	u	-1%	6%
